# Screening results (PubChem BioAssay)
# Polio RdRp inh: inhibitors of poliovirus RNA polymerase binding and polymerization; P03300; poliovirus polymerase elongation, fluorescence polarization; stronger effect = lower value; % elongation, % (compound at 16.7 µg/mL); 150,000 tested, 0.66% active; AID 588519; in the data active = % elongation below about 90%; note: some results filed as inactive read as strong as hits
# Target sequence (P03300 1749-2209 limits assumed): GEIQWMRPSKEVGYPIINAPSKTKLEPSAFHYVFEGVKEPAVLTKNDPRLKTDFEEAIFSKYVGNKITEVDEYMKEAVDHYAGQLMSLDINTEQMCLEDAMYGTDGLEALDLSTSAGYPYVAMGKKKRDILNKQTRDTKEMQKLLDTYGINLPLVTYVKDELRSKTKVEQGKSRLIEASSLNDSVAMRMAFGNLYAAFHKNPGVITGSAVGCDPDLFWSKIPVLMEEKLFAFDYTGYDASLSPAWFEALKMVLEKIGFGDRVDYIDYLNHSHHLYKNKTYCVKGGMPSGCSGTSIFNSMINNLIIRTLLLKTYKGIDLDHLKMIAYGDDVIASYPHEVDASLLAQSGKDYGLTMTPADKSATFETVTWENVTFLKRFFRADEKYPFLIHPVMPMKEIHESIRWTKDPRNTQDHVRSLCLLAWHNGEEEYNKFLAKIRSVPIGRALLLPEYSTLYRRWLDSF
# Polio RdRp inh FP z-score: recorded beside Polio RdRp inh, whose call it bears; z-score; measured here: FP z-score; hits read low
# An asterisk follows results filed as active. An excerpt. The share of hits here may be higher or lower than overall.
1	CCCN(CCC)C(=O)c1cc(Cl)ccc1OC
2	Cc1nnc(SCC(=O)N2CCc3ccccc32)[nH]c1=O
3	CCOc1ccc(S(=O)(=O)N2CCCCC2)cc1-c1nc2c(C(C)(C)C)nn(C)c2c(=O)[nH]1
4	Cc1cc(/C=N/NC(=O)Cn2nnc(-c3ccccc3)n2)c(C)n1CC(C)C
5	CCN(CC)c1ccc(C=Nc2ccc(C#N)cc2)cc1
6	CCN(CC)c1nnc(-n2cccc2)s1
7	O=C(COc1ccc(Br)cc1)N/N=C1\SCC(=O)N1c1ccc(F)cc1
8	Cc1ccc(S(=O)(=O)N(Cc2ccco2)c2nc3ccccc3nc2Cl)cc1

Compound	1	2	3	4	5	6	7	8
Polio RdRp inh	99	104	101	100	100	102	100	112
Polio RdRp inh FP z-score	-0.2	0.7	0	-0.4	0.2	0	-0.6	0.7

# Single records, from the list above. Values in the order: Polio RdRp inh, Polio RdRp inh FP z-score
# Listed for CCN(CC)c1nnc(-n2cccc2)s1 = 102, 0
# Listed for CCCN(CCC)C(=O)c1cc(Cl)ccc1OC = 99, -0.2
# Listed for O=C(COc1ccc(Br)cc1)N/N=C1\SCC(=O)N1c1ccc(F)cc1 = 100, -0.6
# Listed for Cc1ccc(S(=O)(=O)N(Cc2ccco2)c2nc3ccccc3nc2Cl)cc1 = 112, 0.7

# Two of the compounds above, as tab-separated lines.
entry	canonical_smiles	Polio RdRp inh	Polio RdRp inh FP z-score
4	Cc1cc(/C=N/NC(=O)Cn2nnc(-c3ccccc3)n2)c(C)n1CC(C)C	100	-0.4
5	CCN(CC)c1ccc(C=Nc2ccc(C#N)cc2)cc1	100	0.2

# New compounds follow:
9	COc1ccc(Cl)cc1C(=O)N1CCCC1C(=O)OCc1ccccc1 (centres undefined)
10	COc1ccc(OC)c(S(=O)(=O)N2CCC(c3ccncc3)CC2)c1
11	O=C(/C=C/Sc1nc2ccccc2o1)c1ccccc1
12	CC(=O)N(CCc1ccccc1)Cc1nc2ccccc2c(=O)[nH]1
13	O=C(C1c2ccccc2C(=O)N2CCc3ccccc3C12)N1CCCC1 (centres undefined)
14	Clc1ccc(CSc2ncn[nH]2)cc1
15	COCCNC(=O)C1c2ccccc2C(=O)N(CCOC)C1c1c[nH]c2ccccc12 (centres undefined)
16	Cc1cccc(-c2nc(CN3C(=O)C(C)N=C(c4ccccc4F)c4cc(Cl)ccc43)c(C)o2)c1 (centres undefined)

Compound	9	10	11	12	13	14	15	16
Polio RdRp inh	106	101	97	105	102	105	102	103
Polio RdRp inh FP z-score	0.3	-1.3	-1.2	0.5	0.2	0.6	0.2	0.7

17	CC(C)c1cc(-c2nc(-c3ccc(Cl)cc3)no2)n[nH]1
18	CC(=O)c1cc2c(cc1N/C(=N/S(=O)(=O)c1ccc(F)cc1)c1ccccc1)OCO2
19	O=C(CN1CCC(N2CCCCC2)CC1)N1CCC2(CC1)OCCO2
20	COC(=O)CSc1ncc(C#N)c(N)n1
21	CCOC(=O)c1c(N)oc2c(-c3ccc(CC)cc3)c3c(C(=O)OCC)c(N)oc3cc12
22	CCCC(CC(=O)N1CCN(c2cccc(C)c2C)CC1)n1ccnc1 (centres undefined)
23	Cc1cccc(-n2c(=O)c3[nH]c4ccccc4sc=3c2=O)c1
24	COc1cc(/C=N/N2CC(=O)NC2=O)ccc1OCc1csc(C)n1

Compound	17	18	19	20	21	22	23	24
Polio RdRp inh	100	109	99	102	102	103	103	99
Polio RdRp inh FP z-score	-1.4	0.5	-1.6	0.1	0	0.3	1.8	-0.2

25	O=C(COc1ccc2oc3c(c2c1)CCCC3)Nc1cccc(Br)c1
26	COc1ccccc1CCCN
27	CC(CCc1ccccc1)NC(=O)C1=CCN(S(=O)(=O)c2ccc(F)cc2)CC1 (centres undefined)
28	COc1ccc(S(=O)(=O)NCCc2nnc3ccc(SCC(=O)Nc4ccccc4C)nn23)cc1
29	Cc1nc2c3ccccc3n(CCc3ccccc3)c2s1
30	CC(=O)Nc1ccc(OC(=O)c2cccc(C)c2)cc1
31	CCOc1ccc(NC(=O)c2ccc(NC(=O)N3CCSc4ncccc43)cc2)cc1
32	CC1=C(C(=O)Nc2ccc(C(=O)NCCN3CCOCC3)cc2)SCCO1

Compound	25	26	27	28	29	30	31	32
Polio RdRp inh	105	103	102	101	102	101	110	103
Polio RdRp inh FP z-score	0	0.5	0.3	-0.6	0.7	0.3	0.8	0.4

33	CCC(C)(C)n1nnnc1C(c1ccccc1OC)N1CCN(C(=O)c2ccco2)CC1 (centres undefined)
34	Cn1c(C(=O)NC2CCCCCC2)cc2sc(Cl)cc21
35	CCCN(CCC)C(=O)Cn1c(=O)n(-c2cccc(OC)c2)c(=O)c2c3c(sc21)CCCC3
36	CCOC(=O)C1=C(N)N2C(=O)C(C)SC2=C(C(=O)OC)C1c1ccc(C)cc1 (centres undefined)
37	CCOC(=O)c1c(NC(=O)c2noc3c2CC(C(C)(C)C)CC3)sc2c1CCCC2 (centres undefined)
38	N#CC1=C(N)C(C#N)(C#N)C(c2ccccc2)C2CCCC=C12 (centres undefined)
39	CC(C)(O)C1(C)NCCc2ccccc21 (centres undefined)
40	COc1cc(CN(C(=O)c2oc3ccccc3c2C)C2CCS(=O)(=O)C2)cc(OC)c1OC (centres undefined)

Compound	33	34	35	36	37	38	39	40
Polio RdRp inh	101	98	106	104	76*	98	104	111
Polio RdRp inh FP z-score	-0.5	-1.4	0.1	0.9	-4.2*	-0.7	0.1	0.9

41	Cc1ccccc1-c1nc2c3c(-c4ccccc4)c(-c4ccccc4)oc3ncn2n1
42	COc1ccc(-c2ccc3c(N)c(C(=O)NCc4ccc(Cl)cc4)sc3n2)cc1
43	COc1ccc(NC(=O)CC2C(=O)N(C)C(=S)N2CCNC(C)=O)cc1 (centres undefined)
44	CCNC(=S)N1CCN(S(=O)(=O)c2ccc(C)cc2)CC1
45	O=C(COc1ccc(F)cc1)OCc1cc(=O)n2c3c(sc2n1)CCCC3
46	O=C(COC(=O)c1cc(-c2cccs2)nc2ccccc12)c1ccc(Br)cc1
47	Cc1c(NC(=O)Cc2ccc(F)cc2)cccc1-c1nc2cccnc2s1
48	COc1ccc(-c2cc(C(=O)NCc3ccc(F)cc3)c3c(-c4ccc(F)cc4)[nH]nc3n2)cc1OC

Compound	41	42	43	44	45	46	47	48
Polio RdRp inh	108	115	100	104	100	109	108	105
Polio RdRp inh FP z-score	0.9	0.7	0.1	0.3	-0.5	1.3	0	-0.2

49	Cc1cccn2c(=O)c3cc(C(=O)N(C)C)n(C)c3nc12
50	CC(=O)Nc1cccc(NC(=O)CSc2ccc(-c3sc(-c4ccccc4)nc3C)nn2)c1
51	COC(=O)c1[nH]c2sc3c(c2c1-n1cccc1)CCCC3
52	COc1cc2c(cc1OC)C(C)N(Cc1sc3ccccc3c1C)CC2 (centres undefined)
53	Cc1nnc(NC(=O)c2ccc(S(=O)(=O)N3CCCC3)cc2)o1
54	O=C(NCCc1ccc(Cl)cc1)c1ccc2c(c1)N(Cc1ccc(Cl)cc1)C(=O)CS2
55	O=C1N=C(N2CCCCC2)S/C1=C/C1=Cc2ccccc2OC1
56	CCc1ccc(S(=O)(=O)N2CCn3cccc3C2c2ccc(Cl)cc2)s1 (centres undefined)

Compound	49	50	51	52	53	54	55	56
Polio RdRp inh	64	110	105	108	101	108	101	107
Polio RdRp inh FP z-score	-7.4	0.5	1.7	0.5	0	0.9	0	0.3

57	CC(=O)NC(C(=O)Nc1nc(-c2ccc(C)s2)cs1)C(C)C (centres undefined)
58	O=C(CCN1CCCCC1)Nc1ccccc1
59	CCc1onc(C)c1C(=O)Nc1ccc(Br)cc1F
60	CC(=O)Nc1nnc(SCC(=O)N2C(C)CCCC2C)s1 (centres undefined)
61	O=C(Nc1ccc2c(c1)OCO2)c1cn(-c2ccccc2)nc1-c1cccs1
62	O=C(Cn1cnc2ccccc2c1=O)c1ccc2c(c1)OCCO2
63	Cc1ccc(CNC(=O)CC2=NS(=O)(=O)c3ccccc3N2)cc1
64	Cc1cccc(NC(=O)N2CCC(CN3CCc4ccccc4C3)CC2)c1

Compound	57	58	59	60	61	62	63	64
Polio RdRp inh	108	102	108	102	105	103	100	100
Polio RdRp inh FP z-score	0.5	0.3	0.7	0	0.5	0	-0.9	-0.4

# 6 entries from above, as tab-separated lines.
No.	molecule	Polio RdRp inh	Polio RdRp inh FP z-score
59	CCc1onc(C)c1C(=O)Nc1ccc(Br)cc1F	108	0.7
60	CC(=O)Nc1nnc(SCC(=O)N2C(C)CCCC2C)s1 (centres undefined)	102	0
61	O=C(Nc1ccc2c(c1)OCO2)c1cn(-c2ccccc2)nc1-c1cccs1	105	0.5
62	O=C(Cn1cnc2ccccc2c1=O)c1ccc2c(c1)OCCO2	103	0
63	Cc1ccc(CNC(=O)CC2=NS(=O)(=O)c3ccccc3N2)cc1	100	-0.9
64	Cc1cccc(NC(=O)N2CCC(CN3CCc4ccccc4C3)CC2)c1	100	-0.4

# Looked up above.
# Result of entry 64 in Polio RdRp inh: 100
# Result of entry 60 in Polio RdRp inh FP z-score: 0
# Result of entry 61 in Polio RdRp inh FP z-score: 0.5

# Remaining list, next part
65	C=CCNC(=O)CN1C(=O)c2cccnc2Sc2ccccc21
66	Cc1sc(NC(=S)NC(=O)c2ccco2)c(C#N)c1C
67	NC(Cc1nc2ccccc2[nH]1)c1cccnc1 (centres undefined)
68	CN(CCC#N)C(=O)c1cc2cccnc2n(Cc2ccccc2)c1=O

Compound	65	66	67	68
Polio RdRp inh	101	101	102	102
Polio RdRp inh FP z-score	-0.2	0.2	0.1	0.1
